# DAX1 inh-1 = DAX1 (NR0B1) inhibition, primary screen | HEK293T StAR-luciferase reporter, SF-1/DAX-1 repression relief | inhibition, % at 6.8 µM | 370,000 tested, 1.1% active | AID 652010;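 active means inhibition above the mean over all tested compounds plus 3 SD, cut at about 3.6% in these data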;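 further: 0% = DAX-1 cells with DMSO and 100% = cells lacking DAX-1 with DMSO; higher inhibition means more luminescence from relief of DAX-1 repression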
# GAA850 FXN act = increases GAA850 frataxin promoter reporter activity; HEK293 lucGAA850 FXN promoter luciferase reporter, 24 h; percent of 10 µM SAHA response; activation, % at 6 µM; 360,000 tested, 0.56% active;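 active means activation above the average of all compounds screened plus 3 SD, cutoff fixed separately per campaign, cut at about 7.5% in these data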;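 further: 0% = DMSO wells and 100% = 10 µM SAHA wells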
# DAX1 inh-2 = NR0B1 (DAX1) inhibition. P51843. HEK293 Gal4-DAX1 luciferase reporter, luminescence. inhibition, % at 6.75 µM. 340,000 tested, 0.99% active. AID 504766;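 active means inhibition above the mean over all tested compounds plus 3 SD, cut at about 4.2% in these data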;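 further: 0% = DAX1-transfected cells with DMSO and 100% = empty-vector control cells with DMSO; inhibition shows as a rise in luminescence from relieved DAX1 repression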
# Target sequence (P51843 207-470 limits assumed): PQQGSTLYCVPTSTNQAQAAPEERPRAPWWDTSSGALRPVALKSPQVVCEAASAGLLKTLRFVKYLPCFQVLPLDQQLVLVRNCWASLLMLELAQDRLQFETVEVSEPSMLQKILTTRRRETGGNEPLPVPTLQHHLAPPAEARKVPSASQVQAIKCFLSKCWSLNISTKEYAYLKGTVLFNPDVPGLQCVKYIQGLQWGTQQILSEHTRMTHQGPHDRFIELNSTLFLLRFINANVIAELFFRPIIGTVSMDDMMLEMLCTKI
# hcDAF12 agonist = activates DAF-12 receptor from parasite H. contortus. HEK293 hcDAF-12 lit1-tk-luc reporter, luminescence; 0% DMSO, 100% Δ7-dafachronic acid. activation, % at 6.8 µM. 370,000 tested, 1.4% active. AID 652067;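 active means activation above the mean of all tested compounds plus 3 SD, cut at about 5.5% in these data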;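 further: 100% = response to 3 µM Δ7-dafachronic acid high control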
# hgDAF-12 ag = hgDAF-12 agonism, primary luciferase screen; 370,000 tested, 1.8% active; AID 687014; activation, % at 6.8 µM; HEK293 GAL4-hgDAF12 UAS-luciferase reporter, agonist luminescence; normalized to butyrate control;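 active means activation above a cutoff set at the mean of all screened compounds plus 3 SD, cut at about 10% in these data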;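 further: 0% = DMSO wells and 100% = sodium butyrate wells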
# SMARCA2 act = SMARCA2 function activation, primary screen. activation, % at 9.1 µM. MG213 cells, MMTV-luciferase reporter, dexamethasone, overnight. 370,000 tested, 1% active; in the data active means activation above about 7.8%;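 further: 0% = vehicle wells and 100% = reference activator wells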
# ADAM10 inh = ADAM10 inhibition, QFRET primary screen; AID 720582; 370,000 tested, 0.62% active; inhibition, % at 7 µM; recombinant ADAM10, EDANS/DABCYL FRET peptide cleavage, 3 h;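 active means inhibition above a per-campaign cutoff equal to the mean of compounds falling between control-based bounds plus 3 SD, cut at about 20% in these data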;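 further: 0% = DMSO wells while the 100% control is not disclosed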
# GC-A act = GC-A (human) enzyme activation. HEK293 GC-A cells, cGMP TR-FRET, EC30 ANP; 0% at EC30 ANP, 100% saturating ANP. AID 1671463. 370,000 tested, 0.14% active. activation, % at 10 µM. P16066; in the data active means activation above about 40%
# PG9 binder = binds the HIV-1 gp120 antibody PG9. TR-FRET gp120-PG9 antibody binding. inhibition, % at 6.7 µM. 360,000 tested, 0.43% active. AID 624416; in the data active means inhibition above about 8.5%
# ADAM17 inh = inhibitors of human ADAM17; P78536; recombinant ADAM17, EDANS/DABCYL FRET peptide cleavage; inhibition, % at 6.95 µM; 370,000 tested, 0.83% active; AID 720648;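 active means inhibition above the mean of compounds lying between control limits plus 3 SD, set per campaign, cut at about 8.5% in these data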;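 further: 0% = DMSO-only wells as the low control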
# Target sequence (P78536 215-824 limits assumed): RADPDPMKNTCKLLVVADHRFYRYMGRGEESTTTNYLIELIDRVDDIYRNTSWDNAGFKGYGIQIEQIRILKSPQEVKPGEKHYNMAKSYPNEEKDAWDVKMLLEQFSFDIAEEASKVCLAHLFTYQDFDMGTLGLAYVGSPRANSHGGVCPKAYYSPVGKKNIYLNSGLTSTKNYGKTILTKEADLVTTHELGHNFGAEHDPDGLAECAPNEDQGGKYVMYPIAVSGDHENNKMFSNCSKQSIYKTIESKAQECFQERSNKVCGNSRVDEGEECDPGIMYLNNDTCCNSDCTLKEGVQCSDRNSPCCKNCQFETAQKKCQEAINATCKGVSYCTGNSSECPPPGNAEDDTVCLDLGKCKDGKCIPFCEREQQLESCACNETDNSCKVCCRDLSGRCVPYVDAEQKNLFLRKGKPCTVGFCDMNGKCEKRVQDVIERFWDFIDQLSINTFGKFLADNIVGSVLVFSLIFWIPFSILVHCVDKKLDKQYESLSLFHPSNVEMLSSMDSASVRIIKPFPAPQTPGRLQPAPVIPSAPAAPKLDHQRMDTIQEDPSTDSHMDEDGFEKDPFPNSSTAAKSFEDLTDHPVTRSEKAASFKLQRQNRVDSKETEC
# ssDAF-12 act = S. stercoralis DAF-12 activation, primary screen; activation, % at 6.8 µM; 370,000 tested, 1% active; HEK293 ssDAF-12/GRIP1 lit1-tk-luc reporter, luminescence; % of 3 µM dafachronic acid response;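 active means activation above the mean over all tested compounds plus 3 SD, cut at about 0.9% in these data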;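 further: 0% = DMSO-only wells and 100% = 3 µM delta7-dafachronic acid wells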
# Active calls of the source: *; x = not tested or not shown.
SMILES,DAX1 inh-1,GAA850 FXN act,DAX1 inh-2,hcDAF12 agonist,hgDAF-12 ag,SMARCA2 act,ADAM10 inh,GC-A act,PG9 binder,ADAM17 inh,ssDAF-12 act
COc1ccc(C(=O)COc2ccc3ccc(=O)oc3c2)c(OC)c1,0.5,0.5,0.5,1.4,-2.1,5,-289,-4,1.7,-107,-0.9
C[C@@H]1CN([C@@H](C)CO)C(=O)CCCn2cc(nn2)CO[C@H]1CN(C)C(=O)Cc1ccccc1,0.4,x,x,0.3,-1.1,-5,-10,1,-0.9,-7,-0.6
O=C(NNC1CC(=O)N(c2ccc3c(c2)OCCO3)C1=O)c1ccccc1 (centres undefined),0.5,2.8,1.2,1.4,2.7,8.6*,4,0,-2.4,-1,-0.9
CC(C)OP(=O)(c1ccc(N(C)C)cc1)C(Nc1ccccc1)c1ccccc1 (centres undefined),-0.4,8.0*,-1.2,-0.3,-0.5,-4,4,-7,-1.1,0,-1.6
Cc1cc(C)n(C(=O)c2ccc(C)c(Br)c2)n1,0.7,1.9,0.9,-0.3,4.2,-4,-3,-4,1.1,-5,-1.1
COc1cccc(C2N(c3ccc(Cl)c(Cl)c3)C(=O)C3CCCN32)c1OC (centres undefined),0.3,-1.0,-0.6,-1.6,-0.2,-3,5,-40,0.6,2,-1.2
CCOc1ccc(/C=N/Nc2ccc(Cl)nn2)c(O)c1,0.1,-0.7,0.7,1.2,4.0,0,1,-1,-1.2,-2,-0.4
CC(C)N(C(=O)CSc1nnc(-c2ccc3c(c2)OCO3)n1C)C(C)C,0.1,-2.1,0.8,-1.4,2.5,0,-2,-1,1.1,-3,-0.8
COc1ccc2cc([C@H](C)C(=O)OCc3cn(CC(=O)c4ccc(O)cc4)nn3)ccc2c1,0.2,0.3,0.2,-1.1,-0.2,-5,2,-5,-0.1,2,-1.2
O=C(C1CC(c2ccccc2O)=NO1)N1CCCCC1 (centres undefined),2.5,1.4,2.0,3.0,8.2,8,14,9,-1.6,0,-0.4
O=C(Nc1ccccc1F)c1ccn[nH]1,0.7,0.3,3.1,-1.3,6.0,2,-6,4,-0.9,-4,-0.9
C=CCN(Cc1ccco1)S(=O)(=O)c1ccc(Cl)cc1,-0.4,1.9,0.2,-1.2,-1.4,0,1,3,-0.8,-1,-1.4
COCC(=O)n1nc(-c2ccccc2)nc1NCc1cccs1,2.2,6.4,5.2*,0.0,7.7,4,-4,-4,-0.2,-4,-1.1
N#Cc1ccccc1NS(=O)(=O)c1cc2c3c(c1)CCN3C(=O)CC2,1.6,2.2,0.9,0.4,-1.6,1,-3,2,-2.2,-3,-1.3
Clc1ccc(Cn2ncc3c(NCc4ccccc4)ncnc32)cc1,-2.9,-0.9,-2.6,-1.5,-1.3,-3,1,1,-0.3,3,-1.6
Cc1ccc(-c2noc(-c3ccoc3C)n2)cc1,1.2,7.2,0.6,5.5,10,10*,1,2,-1.4,-1,0.1
Cc1[nH]n(-c2ccc([N+](=O)[O-])cc2)c(=O)c1C=NCCN1CCN(C(=O)c2ccc(F)cc2)CC1,-0.1,-1.4,0.8,-0.4,1.6,-6,-1,0,-0.8,-1,-1.4
COc1ccc(OC)c(CN2CCN(C(=O)CCC(=O)c3cccs3)CC2)c1,-0.1,-0.5,-0.5,-0.6,-2.5,-2,-3,1,-1.8,-1,-0.4
COC(=O)Nc1ccc(SCC(=O)c2cccc([N+](=O)[O-])c2)cc1,-1.8,0.2,0.1,0.1,-0.6,-2,11,1,1.6,4,-1.0
COc1ccc(CCC(=O)OCC(=O)NC(=O)c2ccc(Cl)cc2)cc1,0.3,-1.1,1.5,1.1,3.6,3,3,-1,-0.3,0,-0.9
Cc1ccc(NC(=S)NC2CCN(Cc3ccccc3)CC2)c(C)c1,-0.2,3.3,1.2,1.4,-1.3,-1,8,2,-1.4,1,-1.2
CC(C)c1ccc(NC2CCCN(C(=O)c3cnc4ccccn4c3=O)C2)cc1 (centres undefined),-0.2,0.3,0.8,-2.1,0.3,4,-7,3,-2.6,-2,-1.0
O=[N+]([O-])c1ccc(-c2cnc(NO)nc2)cc1,-0.3,3.6,0.9,-0.4,2.9,1,2,4,-1.2,1,-1.5
O=C(Nc1ccc(F)cc1F)N1CCCN(c2ccc(C(F)(F)F)cn2)CC1,-1.5,-1.4,-4.8,-3.7,-6.8,-4,-10,3,-1.3,-5,-2.5
CCCOc1ccc(N2C(=O)CC(S/C(N)=N/N=C(\C)c3cccs3)C2=O)cc1 (centres undefined),-1.2,0.9,-0.5,-1.5,0.1,0,14,1,-1.2,-4,-0.8
# (further entries)
SMILES,DAX1 inh-1,GAA850 FXN act,DAX1 inh-2,hcDAF12 agonist,hgDAF-12 ag,SMARCA2 act,ADAM10 inh,GC-A act,PG9 binder,ADAM17 inh,ssDAF-12 act
Cc1ccc(S(=O)(=O)CCN2CCC(n3cccc3)CC2)cc1,-0.1,1.2,2.6,1.0,-12,-6,4,1,0.2,-4,-2.2
Cc1c(NC(=O)Nc2cccc(Cl)c2Cl)c(=O)n(-c2ccccc2)n1C,-0.6,3.0,0.5,-2.0,0.2,0,7,-1,-0.6,1,-0.4
O=C(Cc1coc2cc(O)ccc12)NNC(=O)c1ccc(Br)s1,-0.4,0.6,-0.8,-1.5,0.1,-2,-24,3,-3.4,-7,-1.5
Fc1ccc(-c2csc3ncnc(Cl)c23)cc1,-0.1,-2.7,2.7,-3.8,-1.3,-1,0,5,0.4,0,-0.7
COc1cc(NC(=S)NCc2cccnc2)c(OC)cc1Cl,-0.2,1.0,-1.0,-0.2,4.5,1,4,0,-1.0,-1,-0.1
CN1CCN(C(=O)NC2CCCCC2)CC1,-0.9,-1.1,-0.1,-0.2,-1.3,-3,-10,2,2.2,-6,-0.8
Nc1nonc1C(=O)NCCc1ccccc1,0.4,-1.9,0.5,-1.4,5.6,-1,-2,2,-0.2,-3,-1.4
CN(Cc1cccc(F)c1)C(=O)Cc1ccc(S(=O)(=O)N2CCOCC2)s1,-0.7,0.8,-0.3,0.7,0.5,-1,-9,1,-0.6,-2,-1.0
COCCN(C(=O)Cc1cccs1)C(C(=O)NC1CCCC1)c1cc(OC)c(OC)c(OC)c1 (centres undefined),0.4,1.4,1.9,0.8,5.4,-3,9,-5,-1.1,-1,-0.4
COc1cccc(NC(=O)C2=COCCO2)c1,3.7*,6.1,2.6,4.0,2.4,0,-7,-1,-0.9,-3,-0.7
CS(=O)(=O)N1CCN(c2ccccc2NC(=O)c2ccc3c(c2)OCCO3)CC1,-0.8,-0.6,-1.0,-1.0,-3.8,1,0,-4,-3.5,2,-0.7
O=C(OCC(=O)N1CCN(c2ccccc2)CC1)c1ccco1,-1.2,-0.7,0.1,-0.7,-0.1,1,-11,1,-0.7,-3,-1.4
CC(C)(C)c1ccc(Cn2ccc(-c3ccc4c(c3)OCO4)n2)cc1,-0.3,0.7,3.3,-1.2,5.3,-1,5,-2,-0.1,0,-1.2
O=C1NC2(CCCCCC2)C(=O)N1Cc1ccccc1Cl,-0.7,-0.2,-0.7,-3.1,-0.8,-3,-13,5,-1.1,-6,-1.6
CC(C)C1Oc2ccccc2N(CC(=O)N(Cc2ccccn2)C2CC2)C1=O (centres undefined),-0.5,-0.1,-1.2,-0.9,-0.1,2,6,-8,0.6,-4,-1.2
O=C1CC(NS(=O)(=O)c2ccc([N+](=O)[O-])cc2)CN1c1ccc(Cl)cc1 (centres undefined),-2.0,-3.6,0.6,-2.3,0.9,-2,1,-3,-0.7,0,-1.0
COC(=O)[C@@]1(Cc2ccc(F)cc2)[C@H]2c3cc(C(=O)N(C)C)n(Cc4ccc(OC(F)(F)F)cc4)c3C[C@H]2CN1C(=O)c1ccccc1,-0.5,x,x,-1.6,2.6,0,11,-5,-0.1,8,-0.5
Cc1cccc(Cn2c(N3CCN(c4ccccc4)CC3)nc3c2c(=O)n(C)c(=O)n3C)c1,-1.3,x,-1.3,-3.8,-4.3,-2,-4,-29,-1.3,-1,-2.1
CCC(=O)Oc1ccc(C(=O)Nc2cccc(C(=O)c3ccccc3)c2)cc1,-1.2,-1.9,0.4,0.1,1.4,1,14,6,1.1,6,-1.2
CCOC(=O)C1CCN(C(=O)c2ccc(N(C)S(=O)(=O)c3ccc(OC)cc3)cc2)CC1,-0.8,2.1,0.6,-1.6,2.3,-1,-7,-3,0.1,-3,-1.7
CCc1noc(C)c1C(=O)N1CCCC(N2CCN(c3cccc(Cl)c3)CC2)C1 (centres undefined),-0.3,2.6,-1.1,-1.6,-2.7,1,-9,-2,-2.5,-3,-1.8
CCOC(=O)CC(=O)CSc1ccc2nnc(-c3ccc(C)cc3)n2n1,0.1,-1.7,-1.1,1.6,-3.6,-4,-29,5,2.8,-15,0.2
O=C(c1cc(-c2ccc(Cl)cc2)on1)N1CCCCCC1,2.0,5.5,1.4,5.5,8.9,10*,-4,3,-0.7,-2,-0.5
COc1ccc(C)cc1NC(=O)CNC(=O)Cn1ccc2ccccc2c1=O,-1.0,-0.8,-0.3,-2.0,-1.8,-1,-19,-1,0.1,-3,-1.9
O=C(CNC(=O)c1ccccc1F)c1ccc(Br)cc1,2.2,4.6,1.6,1.2,11*,1,2,6,-0.4,-5,-0.5
COCCC(=O)N1CCCC(C(=O)c2ccccc2SC)C1 (centres undefined),-0.1,0.7,0.6,-1.2,1.0,2,-24,3,0.1,-4,-1.5
Oc1ccccc1/C=N/NC(=S)NC1CC2C=CC1C2 (centres undefined),0.1,4.6,4.0,-0.3,4.2,1,-26,2,-0.5,-8,-0.8
O=P(COc1ccccc1)(c1ccccc1)c1ccccc1,-0.1,-1.4,1.5,-1.3,-0.1,-1,1,-23,0.3,0,-1.2

# Complete entries as entered above. Order of screens: DAX1 inh-1	GAA850 FXN act	DAX1 inh-2	hcDAF12 agonist	hgDAF-12 ag	SMARCA2 act	ADAM10 inh	GC-A act	PG9 binder	ADAM17 inh	ssDAF-12 act
# Record of O=C1NC2(CCCCCC2)C(=O)N1Cc1ccccc1Cl → -0.7	-0.2	-0.7	-3.1	-0.8	-3	-13	5	-1.1	-6	-1.6
# Record of Fc1ccc(-c2csc3ncnc(Cl)c23)cc1 → -0.1	-2.7	2.7	-3.8	-1.3	-1	0	5	0.4	0	-0.7
# Record of O=C(c1cc(-c2ccc(Cl)cc2)on1)N1CCCCCC1 → 2.0	5.5	1.4	5.5	8.9	10*	-4	3	-0.7	-2	-0.5
# Record of CN1CCN(C(=O)NC2CCCCC2)CC1 → -0.9	-1.1	-0.1	-0.2	-1.3	-3	-10	2	2.2	-6	-0.8
# Record of CCOC(=O)C1CCN(C(=O)c2ccc(N(C)S(=O)(=O)c3ccc(OC)cc3)cc2)CC1 → -0.8	2.1	0.6	-1.6	2.3	-1	-7	-3	0.1	-3	-1.7
